hcGAS lum = blocks human cGAS activity; recombinant h-cGAS, ATP depletion, Kinase-Glo luminescence; 0.081% of 290,000 active; Q8N884; inhibition, % at 12.5 µM;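 further: 0% = vehicle reaction and 100% = reaction without DNA for no activity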
Target sequence (Q8N884 whole entry, looked up): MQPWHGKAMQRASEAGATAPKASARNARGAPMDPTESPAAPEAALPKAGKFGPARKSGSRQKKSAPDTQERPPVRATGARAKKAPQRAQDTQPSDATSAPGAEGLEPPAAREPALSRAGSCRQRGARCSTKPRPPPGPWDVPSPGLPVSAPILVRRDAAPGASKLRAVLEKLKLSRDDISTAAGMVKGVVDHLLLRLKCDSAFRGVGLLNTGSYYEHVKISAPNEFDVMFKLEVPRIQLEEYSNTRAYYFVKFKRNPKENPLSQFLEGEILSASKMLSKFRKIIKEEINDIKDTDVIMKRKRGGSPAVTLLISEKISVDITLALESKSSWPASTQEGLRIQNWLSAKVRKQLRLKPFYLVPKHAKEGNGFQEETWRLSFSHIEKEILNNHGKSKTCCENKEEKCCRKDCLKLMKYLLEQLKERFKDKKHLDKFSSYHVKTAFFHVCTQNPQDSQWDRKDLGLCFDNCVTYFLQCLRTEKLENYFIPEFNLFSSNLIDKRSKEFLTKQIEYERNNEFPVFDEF
mcGAS inh = mouse cGAS inhibition by luminescence | Q8C6L5 | recombinant cGAS, Kinase-Glo ATP depletion luminescence | inhibition, % at 12.5 µM | 0.15% of 160,000 active | AID 1259399;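 further: 0% = negative control wells and 100% = reference inhibitor with no enzyme activity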
NPYLR7 ag = activates Aedes aegypti NPYLR7 receptor; 0.15% of 270,000 active; activation, % at 10 µM; HEK293T NPYLR7/Galpha15, GCaMP6s calcium fluorescence; in the data active means activation above about 40%;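 further: 0% = vehicle and 100% = reference agonist at the receptor; some compounds past the cut are filed as inactive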
Numbers without * were called inactive; · = not tested or not shown; & = joins results of further samples. Unless noted, no stated cut-off is given here; in the data, active means inhibition above about 40%; inactive means the rest.

SMILES | hcGAS lum | mcGAS inh | NPYLR7 ag
CC(=O)Nc1ccc(S(=O)(=O)Oc2ccccc2CN(CC(C)C)C(=O)c2ccccc2F)cc1 | 0 | -2 | -2
CCCCCn1c(COc2ccc(Cl)cc2)n[nH]c1=S | 0 | -2 | -2
CC1(C)OC(=O)C(=C2C3C4CC5C3C(=C3C(=O)OC(C)(C)OC3=O)C3C2C4C53)C(=O)O1 (stereo unspecified) | -3 | · | -3
C[C@@H](NC(=O)C[C@@H]1[C@H](O)CCC2[C@](C)(CO)[C@H](O)CC[C@]21C)C(C)(C)C (stereo partly specified) | -3 | -5 | 20
CCc1c(C)[nH]c2c1C(=NOC(=O)C(C)C)CCC2 | -2 | · | 24
Cc1nc2scc(-c3cccs3)c2c(=S)[nH]1 | -1 | · | 8
COc1cccc(CC2(CO)CCCN(C3Cc4ccccc4C3)C2)c1 (stereo unspecified) | -2&-6 | -9&-3 | 2&7
CCOc1ccc(NC(=O)N2CCSC2c2ccc(C(C)C)cc2)cc1 (stereo unspecified) | -9 | -4 | 14
CCOC(=O)CS(=O)(=O)c1ccc(S(C)(=O)=O)cc1[N+](=O)[O-] | 2 | · | 3
COc1ccc(C(=O)N2CCN3CCNC(=O)C3C2)cc1N1CCOCC1 (stereo unspecified) | -1 | · | -4
CN(C)c1ccc(NC(=O)Nc2cn(C)c3ccccc23)cc1 | -9 | -12 | 0
O=C(COc1ccccc1)Nc1ccc(Nc2cc(-n3ccnc3)ncn2)cc1 | -4 | -12 | -14
CCn1nc(CC(C)C)cc1C(=O)NCc1nnc2n1CCC2 | -5 | · | 14
CCC(NC(=O)c1cc(OC)ccc1OC1CCN(C(C)=O)CC1)c1ccncc1 (stereo unspecified) | -7 | · | -1
CC(=O)COc1ccc2c(oc(=O)c3ccccc32)c1C | 0 | -7 | -12
CCOC(=O)N1CCC2(CC1)[C@H](C(=O)N(C)c1ccccc1)[C@@H](OC)C(=O)N2C | 4 | -5 | 10
COc1ccc(-c2nccc(N3CCC(O)CC3)n2)c2ccc(C)nc12 | -2 | -20 | 1
CCC(=O)NC1(C(F)(F)F)C(=O)Nc2c1c(=O)n(C)c(=O)n2C (stereo unspecified) | -6 | -5 | 3
N#CCS(=O)(=O)c1ccc(Br)cc1 | 2 | 1 | 1
Oc1oc(-c2ccc(Br)cc2)nc1C=Nc1ccccn1 | -5 | -6 | 5
C=C(C)COc1cccc(C(=O)NCCS(C)(=O)=O)c1 | -7 | -11 | -1
Cc1nn(C)c(C)c1CNC1CCOc2ccccc21 (stereo unspecified) | -4 | -8 | 5
Cc1cc(C)c(S(=O)(=O)N2CCC[C@@H]2C(=O)NCCCNC(=O)c2ccccc2)c(C)c1 | 1 | -4 | 2
O=C(CCc1ccc(F)cc1)NCc1ccc(S(=O)(=O)NC2CC2)cc1 | -9 | -17 | -5
COCCN(Cc1cc(C)ccc1C)CC(C)O (stereo unspecified) | -4 | -6 | 22

Brought forward from above: 5 entries, then new ones.
SMILES | hcGAS lum | mcGAS inh | NPYLR7 ag
C=C(C)COc1cccc(C(=O)NCCS(C)(=O)=O)c1 | -7 | -11 | -1
Cc1nn(C)c(C)c1CNC1CCOc2ccccc21 (stereo unspecified) | -4 | -8 | 5
Cc1cc(C)c(S(=O)(=O)N2CCC[C@@H]2C(=O)NCCCNC(=O)c2ccccc2)c(C)c1 | 1 | -4 | 2
O=C(CCc1ccc(F)cc1)NCc1ccc(S(=O)(=O)NC2CC2)cc1 | -9 | -17 | -5
COCCN(Cc1cc(C)ccc1C)CC(C)O (stereo unspecified) | -4 | -6 | 22
O=C(CCCc1nc(-c2cccnc2)no1)Nc1cnc2n1CCCC2 | -8 | -11 | ·
COc1cc(NCC2CNCCOC2)ncn1 (stereo unspecified) | -8 | · | -2
Nc1nc(-c2ccc(O)c(O)c2)cs1 | -7 | -4 | 3
Cc1ccc(C2CC(C)CCN2C(=O)NCc2cccnc2)o1 (stereo unspecified) | -1 | -4 | 5
CN(C)S(=O)(=O)N1CCC(n2nccc2NC(=O)Cc2ccccc2)CC1 | -5&-3 | · | 17&3
CC(c1ccccn1)N(C)Cc1cccn1S(=O)(=O)c1ccccc1 (stereo unspecified) | -5 | -8 | 2
CC(=O)N1CCC(C(=O)N2CCc3c(cnn3-c3ccc(Cl)cc3Cl)C2)CC1 | -5 | · | 1
CCCC(=O)N1CCC(C(=O)Nc2nnc(C(C)C)s2)CC1 | 4 | -3 | ·
COc1cccc(OC)c1OCCCOc1ccc(Cl)cc1Br | -6 | · | -5
O=C(CCn1cnc2sc3c(c2c1=O)CCCC3)Nc1ccccc1 | -17 | · | 1
CN(C)CCN(C)[C@H]1[C@H](O)C[C@@H]2C[C@H](c3ccccc3)OC[C@]21O | -9 | -2 | 3
O=S(=O)(NCc1ccccc1)N1CCC(O)CC1 | -8 | · | 1
OCCC1CCCN(c2cncc(Br)c2)C1 (stereo unspecified) | -5 | -3 | 1
Cc1cc(C(=O)NC2CC(=O)N(Cc3ccccc3C(F)(F)F)C2)n[nH]1 (stereo unspecified) | 0 | · | 8
CCN(CC)Cc1cnc2c(C(=O)Nc3ccc4[nH]ncc4c3)cnn2c1 | -3 | -14 | 1
CCCn1c(SCC(=O)Nc2c(C#N)c(C)c(C)n2Cc2ccco2)nnc1-c1ccncc1 | -3 | · | -1
COc1ccc(Cl)cc1N1CC(C(=O)NC2CCCCC2)CC1=O (stereo unspecified) | 0 | · | -2
Cc1cccc(NC(=O)CCC2CCN(C(=O)Cn3cnnn3)CC2)c1 | -7 | · | 0
O=C(NC1CCC(NC(=O)[C@H]2CCCN2C(=O)c2ccc(Cl)cc2)CC1)c1ccccc1 (stereo partly specified) | -4 | -6 | -1
CCC1SC(C)C/C(=N/O)C1C (stereo unspecified) | 0 | · | -3
CCCC(Sc1nnc(NC(=O)c2cccc(Cl)c2)s1)C(=O)OCC (stereo unspecified) | -7 | -4 | 31
Cc1nc2c(C)cccn2c(=O)c1NC(=O)c1cccc([N+](=O)[O-])c1C | -18 | · | 5
NS(=O)(=O)CCCSCc1ccc(Cl)cc1 | -5 | · | 3
Cc1cccc(S(=O)(=O)N2CCC(Cn3cc(CO)nn3)CC2)c1 | -6 | · | 2
CCn1nc(C)c(CCNC(=O)CC23CC4CC(CC(C4)C2)C3)c1C | -12 | · | 1
SMILES | hcGAS lum | mcGAS inh | NPYLR7 ag
CC(=O)Nc1ccc(NC(=O)Cn2c(-c3ccc([N+](=O)[O-])s3)nc3ccccc32)cc1 | -9 | · | 13
Cc1cccnc1CNS(=O)(=O)c1ccc(F)c(C#N)c1 | -8 | · | 10
COc1ccc(CC(=O)NCC2CCCN(C(=O)c3ocnc3C)C2)cc1 (stereo unspecified) | -9 | · | 11
CC1(C)CC(c2cc(=O)n3[nH]c(-c4cccs4)cc3n2)CCO1 (stereo unspecified) | -2 | · | 13
CCOC(=O)C(c1ccc(OC)c(OC)c1)C1C=CC(NC(=O)c2c(F)ccc(F)c2Cl)C1 (stereo unspecified) | 3 | 0 | 2
O=C(N1C[C@@H]2[C@H](C1)[C@H]1CC[C@@H]2O1)C12CC3CC(C1)CC(n1cncn1)(C3)C2 | -2 | · | -5
CC(=O)Nc1ccc2c(c1)sc(=NC(=O)c1ccc3ncsc3c1)n2C | 9 | -3 | 1
CN(C)c1cccc(C(O)c2nnc(N3CCOCC3)s2)c1 (stereo unspecified) | -2 | -7 | -3
CCN(Cc1noc(C)n1)C(=O)c1oc2cc(OC)ccc2c1C | 2 | · | 0
O=C(NCCc1nc(C2CCCCC2)n[nH]1)C1CCCCC1 | -2 | -4 | ·
CC(OC(=O)C1=COCCO1)C(=O)NC1CCCCC1 (stereo unspecified) | 1 | · | 3
CCCc1c(C(=O)Nc2cc(-c3onc4c3CCCC4)cc(C(F)(F)F)c2)cnn1-c1ccccc1 | 0 | -2 | 16
COCOc1cccc(CN2CCC2(C)C(=O)NCc2cccc(C(F)(F)F)c2)c1 (stereo unspecified) | -12 | · | 6
Cc1ccccc1C(=O)NCc1ccc(N2CCNC(=O)C2)cc1 | -9 | · | -23
O=C(c1ccc(F)cc1)N1CCCC(OCc2ccccc2)C1 (stereo unspecified) | -2 | · | -4
CCOC(=O)C1=C(C)N(C)C(=O)NC1c1ccc(OCc2ccc(C(=O)OC)cc2)cc1 (stereo unspecified) | -7 | -2 | -2
CCOC(=O)CCCNC(=O)CSc1nnc(NCc2ccccc2)s1 | -6 | -4 | -2
CCOC(=O)c1ccc2c(c1)nc(SCc1cc(Cl)ccc1Cl)n2Cc1ccco1 | -3 | -5 | 2
CCCn1cnnc1CN(C)Cc1ccnc2ccccc12 | -11 | · | 11
O=C(Cn1ccnc1)N1CCCCC1CCN1CCCCC1 (stereo unspecified) | -15 | -6 | ·
CN(Cc1ncc[nH]1)Cc1ccccc1-c1ccccc1 | -4 | · | 13
CCC(C)(CC(=O)Nc1nccs1)Cc1nc2ccccc2s1 (stereo unspecified) | -3 | · | 4
O=C(NCC(F)(F)F)c1csc([C@@H]2O[C@H](CO)[C@H](O)[C@H](O)[C@H]2O)n1 | -4 | -1 | 1
FC(F)(F)CCc1ccnc(N2CCN(Cc3ccncc3)CC2)n1 | -6 | · | -8
O=[N+]([O-])c1ccc(CSc2ncnc3c2nnn3Cc2ccc(Cl)cc2)cc1 | -3 | -6 | 2

Entries of single compounds as entered above.
CCC(C)(CC(=O)Nc1nccs1)Cc1nc2ccccc2s1 (stereo unspecified) is listed with hcGAS lum: -3; mcGAS inh: ·; NPYLR7 ag: 4
Cc1ccccc1C(=O)NCc1ccc(N2CCNC(=O)C2)cc1 is listed with hcGAS lum: -9; mcGAS inh: ·; NPYLR7 ag: -23
CCN(Cc1noc(C)n1)C(=O)c1oc2cc(OC)ccc2c1C is listed with hcGAS lum: 2; mcGAS inh: ·; NPYLR7 ag: 0

Following part:
SMILES | hcGAS lum | mcGAS inh | NPYLR7 ag
COc1cc(O)cc(C(=O)c2ccccc2)c1S(=O)(=O)O | -2 | · | -10
CC(C)n1cnnc1C1CCCN(c2nccnc2C#N)C1 (stereo unspecified) | -5 | · | -1
Cc1cc(C(=O)CN2C(=O)C(=O)N(CCC3=CCCCC3)C2=O)c(C)n1CC1CCCO1 (stereo unspecified) | -3 | · | 3
COC(CNS(=O)(=O)c1cccc(C)c1)OC | 4 | · | 0
O=C(NNS(=O)(=O)c1ccccc1Cl)c1cncn1-c1ccccc1 | -4 | · | 1
Cc1nc2c(OCCOc3ccccc3)cccn2c1N(C)CC1CC1 | -4 | -4 | 7
CC1CN(c2cc(Cl)nc(SCC(=O)N(CCN(C)C)Cc3ccccc3)n2)CCN1C(=O)c1ccc(Cl)cc1 (stereo unspecified) | -3 | -4 | 24
O=C(Nc1cccc(-c2cscn2)c1)C1CCN(Cc2ccon2)CC1 | 3&-4 | -8 | 0&-4
CSCCNC(=O)C1(C)CCN1C(=O)C1(c2ccccc2)CCCC1 (stereo unspecified) | -7 | -3 | 15
Cc1noc(Cl)c1CCC(=O)Nc1cc(C(C)(C)C)ccc1O | -3 | · | 9
COc1ccc(N2CCN(C3CCCN(C(=O)C4(O)CCCC4)C3)CC2)cc1 (stereo unspecified) | -7 | · | 7
CC(=O)NCCC(=O)Nc1ccc(Oc2ccc(C#N)cc2)c(Cl)c1 | -8 | · | 9
O=C(CCNC(=O)c1ccccc1F)NCC1(c2ccccc2)CCOCC1 | -7 | · | 18
Cn1ccsc1=NC(=O)Cn1ccc(C(F)(F)F)n1 | -3 | · | 2
CCc1cccc2c(C(CC(=O)N3CCc4ccccc4C3)c3cccc4c3OCO4)c[nH]c12 (stereo unspecified) | -12 | -9 | ·
O=C(Cn1c(-c2cccnc2)nc2ccccc21)N1CCCCCC1 | 2 | -2 | -9
COc1ccc2c(=O)c(-c3cscn3)c(C(F)(F)F)oc2c1 | -2 | · | 0
COc1ccc(-c2cc(C(=O)Nc3ccccc3F)n3nc(C(C)(C)C)cc3n2)cc1 | -6&-5 | -8&-7 | -3&3
CCC(C)NC(=O)c1ccc(CNC(=O)C2CCN(C(=O)C3CC3)CC2)cc1 (stereo unspecified) | -7 | -5 | 11
O=C(OCc1cc(-c2cc3ccccc3o2)on1)c1ccccc1S(=O)(=O)C(F)F | -6 | · | -2
O=C(NC1CCSc2ccccc21)C1CC(=O)N(Cc2ccco2)C1 (stereo unspecified) | -14 | -6 | 5
CS(=O)(=O)N1CCCC(C(=O)N(Cc2ccccc2)c2nc3c(F)cccc3s2)C1 (stereo unspecified) | -1 | · | 0
Cc1nc2c(c(N(C)C)n1)CCN(C(=O)c1cc(CC(C)C)[nH]c(=O)n1)C2 | -5 | -10 | 3
NC(=O)c1cc(NC(=O)COc2cc(Cl)cc(Cl)c2)cc(C(N)=O)c1 | -5 | -5 | -2
CCN(CC)c1cc(C(C)(C)C)nc(SCc2ccc(C(=O)NCc3ccncc3)o2)n1 | -6 | -3 | -1

Quoted from above for reference:
SMILES | hcGAS lum | mcGAS inh | NPYLR7 ag
CC(=O)Nc1ccc(S(=O)(=O)Oc2ccccc2CN(CC(C)C)C(=O)c2ccccc2F)cc1 | 0 | -2 | -2
CCCCCn1c(COc2ccc(Cl)cc2)n[nH]c1=S | 0 | -2 | -2
CC1(C)OC(=O)C(=C2C3C4CC5C3C(=C3C(=O)OC(C)(C)OC3=O)C3C2C4C53)C(=O)O1 (stereo unspecified) | -3 | · | -3
C[C@@H](NC(=O)C[C@@H]1[C@H](O)CCC2[C@](C)(CO)[C@H](O)CC[C@]21C)C(C)(C)C (stereo partly specified) | -3 | -5 | 20
CCc1c(C)[nH]c2c1C(=NOC(=O)C(C)C)CCC2 | -2 | · | 24

High-throughput results as filed in PubChem.
